Compound activity as filed in PubChem BioAssay.
Large T inhibition – SV40 large T antigen inhibitors, biochemical (AID 1903); SV40 large T antigen ATPase/helicase inhibition assay; higher % means a stronger effect; inhibition, % at 20 µM, or IC50 in µM where a hit was titrated; 0.39% of 310,000 active; in the data active = a potency from the dose series; note: strong numbers were not always called active
AID2073 – disruptors of CaV2.2 binding to Mint1 – biochemical, HTRF (AID 2073). HTRF protein-protein interaction, Mint1-CaV2.2; higher % means a stronger effect. 0.19% of 290,000 active. inhibition, % at 20 µM, or IC50 in µM where a hit was titrated; in the data active = inhibition mostly above about 51%, no sharp cut-off; note: some results filed as inactive read as strong as hits
LYP inhibition – PTPN22 lymphoid phosphatase activity blockers – biochemical, fluorescence intensity, uHTS (AID 1779); recombinant LYP phosphatase, fluorescence intensity; higher % means a stronger effect; inhibition, % at 11.5 µM; hits with a dose series show IC50 in µM; 0.054% of 290,000 active; in the data active = inhibition above about 50%;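 note: plate controls were vehicle with enzyme for no effect and no enzyme for full effect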
HIV peptide binding – cell-free HIV fusion peptide-binding blockers – biochemical, uHTS, fluorescence dequenching, primary screen (AID 1986); 0.3% of 290,000 active; inhibition, % at 20 µM; hits with a dose series show IC50 in µM; cell-free peptide binding, fluorescence dequenching, 30 min; higher % means a stronger effect; in the data active = inhibition mostly above about 52%, no sharp cut-off; inactive = mostly below about 76%; note: some results filed as inactive read as strong as hits
XIAP antagonists – XIAP antagonists, biochemical, IAP family, fluorescence polarization (AID 1018). XIAP BIR domain, fluorescence polarization peptide displacement; higher % means a stronger effect. displacement, % at 20 µM; hits with a dose series show IC50 in µM. 0.007% of 200,000 active; in the data active = displacement above about 50%; note: a part of the inactive calls stands beside numbers as strong as those of hits
MgcRacGAP inhibition – MgcRacGAP GTPase-activating activity inhibitors, confirmation, biochemical, ADP Hunter fluorescence; MgcRacGAP-stimulated Rac1 GTP hydrolysis, ADP Hunter fluorescence; higher % means a stronger effect; GST-tagged Rac1 F28L mutant substrate; 0.6% of 340,000 active; inhibition, % at 30 µM, or IC50 in µM where a hit was titrated; AID 624330;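 active = first-screen hits whose inhibition reached a set limit at any dose in the follow-up dose series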;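 note: fluorescence reports GDP produced by GAP-driven GTP hydrolysis; strong numbers were not always called active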
NS5 inhibitors – Dengue-2 NS5 methyltransferase inhibitors, primary screen, biochemical, confirmation dose response (AID 588689); Dengue-2 NS5 methyltransferase capping enzyme assay, biochemical; higher % means a stronger effect; one-dose inhibition, % at 25 µM; IC50 in µM for titrated hits; 0.3% of 340,000 active; in the data active = a potency from the dose series
Siah-1 displacement – blockers of Siah-1 interaction with plectin peptide – biochemical, fluorescence polarization, rhodamine-plectin, uHTS, primary screen (AID 1817) | one-dose displacement, % at 20 µM; IC50 in µM for titrated hits | 0.02% of 290,000 active | Siah-1 / rhodamine-plectin peptide fluorescence polarization; higher % means a stronger effect;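 active = displacement of at least 50% at 20 µM, with a fluorescence ratio check between 0.3 and a set limit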;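 note: plate controls were Siah plus tracer with DMSO for no effect and tracer alone without Siah for full effect; strong numbers were not always called active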
RSV CPE inhibition – RSV antiviral activity via CPE protection, HEp-2 cells, primary 10 µM value included (AID 2391). HEp-2 cells, RSV-induced CPE inhibition; higher % means a stronger effect. CPE inhibition, % at 10 µM, or IC50 in µM where a hit was titrated. 0.13% of 310,000 active; in the data active = a potency from the dose series; note: strong numbers were not always called active
NS5 inhibitors pilot replicate – further read-out of NS5 inhibitors, marked with its call; inhibition, %; measured here: pilot screen replicate inhibition
Numbers without * were called inactive; / = not tested or not shown.

SMILES	Large T inhibition	AID2073	LYP inhibition	HIV peptide binding	XIAP antagonists	MgcRacGAP inhibition	NS5 inhibitors	Siah-1 displacement	RSV CPE inhibition	others
Cc1ccc(S(=O)(=O)N2CCN(Cc3ccsc3)CC2)cc1	20%	10%	-4%	0.9%	-3.0%	4%	-4%	11%	1.0%
CC(=O)c1nc2ccccc2n1Cc1ccccc1	17%	13%	-6%	1.8%	/	11%	-7%	0%	3.9%
Cc1ccc(NC(=O)CCS(=O)(=O)c2cccc3nonc23)c(Br)c1	-7%	49%	-9%	-1.5%	/	-4%	-3%	1%	0.3%
COc1ccc(CCn2nnnc2C(CC(C)C)N2CCN(c3ncccn3)CC2)cc1OC (configuration not stated)	-4%	-11%	-2%	3.3%	0.6%	-5%	5%	1%	4.3%
Cc1nc2sc(C(c3ccccc3)N3CCOCC3)c(O)n2n1 (configuration not stated)	5%	3%	-4%	-1.4%	-6.3%	0%	-5%	30%	4.4%
Cc1cc([N+](=O)[O-])cc(C)c1OCC(=O)N/N=C/c1ccc(OC(=O)c2ccccc2)cc1	12%	5%	1%	-1.2%	-3.6%	5%	3%	14%	10%
Cc1ccc(S(=O)(=O)CC(=O)N2CCN(c3ccccc3F)CC2)cc1	-5%	25%	-8%	0.4%	/	7%	-4%	-7%	-0.3%
CCc1ccc(CN2CCC(n3nccc3NC(=O)c3ccccc3Cl)CC2)cc1	21%	0%	-9%	1.2%	/	6%	-3%	11%	0.7%
COC(=O)CCC(=O)Nc1cccc(C(=O)Nc2cccc(Cl)c2)c1	7%	-5%	-10%	-2.3%	-4.6%	10%	-3%	-3%	1.6%
Cc1ccc(C(=O)NC(C)c2ccc(C)c(C)c2)s1 (configuration not stated)	4%	/	/	/	/	1%	1%	/	19%
O=[N+]([O-])c1nn(-c2ccc3c(c2)OCCO3)n(O)c1=NC1CCCCCC1	-7%	-1%	1%	-1.3%	1.0%	8%	-1%	-1%	-1.6%
Cc1csc(SCC(=O)Nc2sc3c(c2C#N)CCC3)n1	1%	2%	-5%	-2.6%	-5.7%	-1%	-8%	4%	1.1%

Sorted by count of non-hydrogen atoms (smallest number first): three of the compounds above.
SMILES	Large T inhibition	AID2073	LYP inhibition	HIV peptide binding	XIAP antagonists	MgcRacGAP inhibition	NS5 inhibitors	Siah-1 displacement	RSV CPE inhibition	others
Cc1csc(SCC(=O)Nc2sc3c(c2C#N)CCC3)n1	1%	2%	-5%	-2.6%	-5.7%	-1%	-8%	4%	1.1%
COC(=O)CCC(=O)Nc1cccc(C(=O)Nc2cccc(Cl)c2)c1	7%	-5%	-10%	-2.3%	-4.6%	10%	-3%	-3%	1.6%
COc1ccc(CCn2nnnc2C(CC(C)C)N2CCN(c3ncccn3)CC2)cc1OC (configuration not stated)	-4%	-11%	-2%	3.3%	0.6%	-5%	5%	1%	4.3%

Continued:
SMILES	Large T inhibition	AID2073	LYP inhibition	HIV peptide binding	XIAP antagonists	MgcRacGAP inhibition	NS5 inhibitors	Siah-1 displacement	RSV CPE inhibition	others
COc1ccc(OC)c(S(=O)(=O)Nc2ccc3c(c2)C(=O)OC3)c1	8%	-13%	-3%	-0.2%	/	-3%	5%	3%	3.3%
CC(C)[C@H](NC(=O)c1ccccc1)C(=O)O	-1%	-5%	-5%	1.8%	-1.1%	8%	-2%	9%	-0.9%
COc1ccc(Cl)cc1NC(=S)NCCc1ccc(F)cc1	6%	-6%	0%	-0.9%	/	6%	-5%	-2%	8.6%
Fc1ccccc1CNC(=S)NC1CCCCC1	19%	3%	-8%	-1.8%	/	6%	0%	0%	2.9%
CCc1ccc(NC(=O)CCS(=O)(=O)c2ccc(Br)cc2)cc1	16%	0%	1%	-0.9%	/	7%	-4%	13%	0.5%
CN(C(=O)Cn1nnc(-c2cccnc2)n1)C1CCCCC1	17%	4%	-2%	-1.4%	/	/	/	-3%	1.0%
CCc1ccc2oc(C(=O)NCC(c3ccc(OC)cc3)N3CCCCC3)c(C)c2c1 (configuration not stated)	11%	10%	-11%	-0.5%	/	12%	-13%	-1%	15%
O=C(CSc1nnc(-c2cccc(F)c2)o1)NC1CCCC1	/	13%	-9%	-1.3%	/	-1%	-6%	32%	/
O=C(Nc1ccncc1)Nc1ccccn1	29%	0%	-3%	0.1%	-2.2%	6%	-6%	3%	0.0%
CC1CC(C)CN(CCCNC(=O)c2cn(C)c3ccc(S(=O)(=O)N4CCCC4)cc3c2=O)C1 (configuration not stated)	12%	24%	-8%	-2.2%	/	10%	1%	0%	-1.9%
Cc1ccc(C)c(CN2C(=O)C3CCCN3c3ccc(C#N)cc32)c1 (configuration not stated)	0%	20%	-6%	0.5%	-5.5%	7%	-8%	1%	1.9%
CCOC(=O)CN1C(=O)S/C(=C\c2ccc(-c3ccc(C(=O)O)c(Cl)c3)o2)C1=O	17%	26%	1%	31%	/	17%	-4%	10%	4.4%
COC(=O)C(Cc1ccc(O)cc1)NC(=O)CCNC(=O)c1ccco1 (configuration not stated)	12%	8%	-5%	0.7%	/	7%	-6%	3%	0.3%
Cc1ccc2oc(C(=O)N3CCN(CC(=O)NC(C)C)CC3)c(C)c2c1	12%	-6%	-9%	1.4%	/	5%	/	-6%	0.5%
CCN(C(=O)CSc1nnc(CNc2cccc(OC)c2)n1C1CCCCC1)C1CCS(=O)(=O)C1 (configuration not stated)	11%	21%	-3%	-1.7%	/	2%	2%	0%	0.8%
FC(F)(F)c1cccc(-c2ccc(/C=N/Nc3nncc(-c4ccccc4)n3)o2)c1	4%	50%	0%	-3.4%	-2.7%	1%	0%	0%	4.6%
Cn1c(=O)c2[nH]cnc2n(-c2ccccc2)c1=O	2%	-3%	1%	0.9%	-17%	4%	-3%	-2%	1.2%
CC(C)c1ccc(NC(=O)C(c2ccccc2)N(C)C(=O)c2cnccn2)cc1 (configuration not stated)	1%	-4%	-2%	0.3%	-10%	-2%	-5%	-2%	2.9%
O=C1NC(=Nc2ccccc2Cl)SC1(CO)CO	12%	-1%	-6%	1.7%	/	3%	-8%	5%	1.2%	NS5 inhibitors pilot replicate=1.8
CCCCOc1cccc(/C=C(\C#N)C(=O)NC2CC2)c1	8%	14%	0%	2.2%	/	5%	-3%	2%	1.4%
Cc1ccc(C(=O)NNC(=O)CSc2nnc3c(n2)[nH]c2ccc(F)cc23)cc1	2%	20%	11%	-0.9%	-9.6%	8%	-7%	21%	4.2%	NS5 inhibitors pilot replicate=-3.0
CCCCc1ccc(S(=O)(=O)N2CCC3(CC2)OCCO3)cc1	11%	4%	-6%	0.6%	/	5%	-1%	-1%	15%
C=CCN1CC(C)/C(=N\O)CC1C (configuration not stated)	8%	9%	-10%	0.3%	/	-6%	-5%	4%	2.4%
COC(=O)c1ccc(OCC(O)CN2C(=O)c3ccccc3C2=O)cc1 (configuration not stated)	1%	14%	-8%	-1.1%	/	7%	-8%	-3%	0.3%

Next section; the last five above are carried over.
SMILES	Large T inhibition	AID2073	LYP inhibition	HIV peptide binding	XIAP antagonists	MgcRacGAP inhibition	NS5 inhibitors	Siah-1 displacement	RSV CPE inhibition	others
CCCCOc1cccc(/C=C(\C#N)C(=O)NC2CC2)c1	8%	14%	0%	2.2%	/	5%	-3%	2%	1.4%
Cc1ccc(C(=O)NNC(=O)CSc2nnc3c(n2)[nH]c2ccc(F)cc23)cc1	2%	20%	11%	-0.9%	-9.6%	8%	-7%	21%	4.2%	NS5 inhibitors pilot replicate=-3.0
CCCCc1ccc(S(=O)(=O)N2CCC3(CC2)OCCO3)cc1	11%	4%	-6%	0.6%	/	5%	-1%	-1%	15%
C=CCN1CC(C)/C(=N\O)CC1C (configuration not stated)	8%	9%	-10%	0.3%	/	-6%	-5%	4%	2.4%
COC(=O)c1ccc(OCC(O)CN2C(=O)c3ccccc3C2=O)cc1 (configuration not stated)	1%	14%	-8%	-1.1%	/	7%	-8%	-3%	0.3%
O=C(Nc1ccccc1)C1(c2ccccc2)CC1(Cl)Cl (configuration not stated)	4%	6%	-1%	0.5%	-9.8%	6%	-2%	-2%	3.6%
OCC[n+]1ccc(/C=C/c2c[nH]c3ccccc23)cc1	13%	36%	-3%	53%*	-4.9%	9%	/	1%	4.3%
CN(C)/C=N/c1c(C#N)cnn1-c1nc2ccccc2s1	9%	26%	3%	1.4%	3.2%	10%	0%	2%	-0.8%
O=C(NCc1ccc(Cl)s1)C1CCC(=O)N(CCc2cccc(F)c2)C1 (configuration not stated)	6%	14%	-6%	0.8%	/	9%	1%	0%	-0.2%
CCCCN=C1NC(=O)C(CC(=O)Nc2ccc(Cl)cc2)S1 (configuration not stated)	1%	-2%	-6%	1.2%	-2.9%	8%	-3%	-6%	4.7%
O=c1c2ccc(Cl)cc2[nH]c(=S)n1CCC1=CCCCC1	-8%	11%	1%	-0.4%	-6.9%	1%	-7%	10%	1.3%
O=C(NCc1ccc(F)cc1)c1cc2c(s1)CS(=O)(=O)C2	6%	16%	-7%	1.2%	/	10%	-3%	14%	0.6%
CC1(C)CC(=O)C(C=NCC(O)c2ccccc2)=C(O)C1 (configuration not stated)	10%	-2%	-1%	2.1%	-8.9%	5%	2%	-1%	0.2%
c1ccc(-c2nc3cc4ccccc4cc3[nH]2)nc1	8%	12%	2%	-0.9%	-3.3%	11%	-3%	6%	3.0%
COc1ccc(OC)c(NC(=O)Nc2ccc(Cl)cc2)c1	16%	-5%	2%	-0.6%	2.3%	15%	2%	-5%	5.7%
CCOCCOC(=O)C1=C(C)Nc2ccc(C)cc2S1	33%	-13%	10%	2.1%	3.8%	9%	-3%	2%	2.0%
CC(C)(C)OC(=O)N[C@@H](COCc1ccccc1)C(=O)N[C@@H](CO)[C@H](O)[C@@H]1C[C@@H]1C(=O)N1CCCC1	7%	6%	-12%	-0.7%	/	-5%	2%	-2%	0.4%
O=C(NCc1ccccn1)C(=O)Nc1ccccc1	20%	15%	-1%	0.5%	-7.4%	-4%	4%	0%	0.4%
